GAA850 FXN act: FXN promoter activators, primary screen, cell-based, luciferase luminescence, HEK293 lucGAA850; activation, % at 6 µM; 360,000 tested, 0.56% active; HEK293 lucGAA850 FXN promoter luciferase reporter, 24 h; percent of 10 µM SAHA response;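 active means activation above the average of all compounds screened plus 3 SD, cutoff fixed separately per campaign, cut at about 7.5% in these data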;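 further: 0% = DMSO wells and 100% = 10 µM SAHA wells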
ADAM10 inh: human ADAM10 inhibitors, primary screen, biochemical, QFRET, HTS. inhibition, % at 7 µM. recombinant ADAM10, EDANS/DABCYL FRET peptide cleavage, 3 h. Disintegrin and metalloproteinase domain-containing protein 10 (Homo sapiens), O14672. 370,000 tested, 0.62% active. AID 720582, 2013;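 active means inhibition above a per-campaign cutoff equal to the mean of compounds falling between control-based bounds plus 3 SD, cut at about 20% in these data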;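 further: 0% = DMSO wells while the 100% control is not disclosed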
DAX1 inh-1: DAX1 (NR0B1) inhibitors, primary screen, cell-based, HEK293, Gal4-DAX1, luciferase luminescence | HEK293 Gal4-DAX1 luciferase reporter | inhibition, % at 6.75 µM | 340,000 tested, 0.99% active | AID 504766, 2011;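 active means inhibition above the mean over all tested compounds plus 3 SD, cut at about 4.2% in these data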;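 further: 0% = DAX1-transfected cells with DMSO and 100% = empty-vector control cells with DMSO; inhibition shows as a rise in luminescence from relieved DAX1 repression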
sPLA2-III inh: human group III sPLA2 inhibitors, primary screen, biochemical, QFRET, BODIPY PC-A2 liposome substrate | Group 3 secretory phospholipase A2 (Homo sapiens), Q9NZ20 | QFRET BODIPY PC-A2 liposome hydrolysis, fluorescence | inhibition, % at 12.2 µM | 370,000 tested, 0.56% active | AID 743126, 2013;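 active means inhibition above mean plus 3 SD of compounds lying within the high and low control bounds, cut at about 19% in these data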;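 further: 0% = median of test compound wells and 100% = no enzyme DMSO wells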
PLC-beta3 inh: human PLC-beta3 inhibitors, primary screen, biochemical, fluorescence | 370,000 tested, 0.18% active | Purified PLC-beta3, fluorogenic substrate | inhibition, % at 12.2 µM | AID 720704, 2013; in the data active means inhibition above about 11%;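 further: 0% = median of compound wells on plate and 100% = full blocker control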
Target sequence (Q01970 whole entry, looked up): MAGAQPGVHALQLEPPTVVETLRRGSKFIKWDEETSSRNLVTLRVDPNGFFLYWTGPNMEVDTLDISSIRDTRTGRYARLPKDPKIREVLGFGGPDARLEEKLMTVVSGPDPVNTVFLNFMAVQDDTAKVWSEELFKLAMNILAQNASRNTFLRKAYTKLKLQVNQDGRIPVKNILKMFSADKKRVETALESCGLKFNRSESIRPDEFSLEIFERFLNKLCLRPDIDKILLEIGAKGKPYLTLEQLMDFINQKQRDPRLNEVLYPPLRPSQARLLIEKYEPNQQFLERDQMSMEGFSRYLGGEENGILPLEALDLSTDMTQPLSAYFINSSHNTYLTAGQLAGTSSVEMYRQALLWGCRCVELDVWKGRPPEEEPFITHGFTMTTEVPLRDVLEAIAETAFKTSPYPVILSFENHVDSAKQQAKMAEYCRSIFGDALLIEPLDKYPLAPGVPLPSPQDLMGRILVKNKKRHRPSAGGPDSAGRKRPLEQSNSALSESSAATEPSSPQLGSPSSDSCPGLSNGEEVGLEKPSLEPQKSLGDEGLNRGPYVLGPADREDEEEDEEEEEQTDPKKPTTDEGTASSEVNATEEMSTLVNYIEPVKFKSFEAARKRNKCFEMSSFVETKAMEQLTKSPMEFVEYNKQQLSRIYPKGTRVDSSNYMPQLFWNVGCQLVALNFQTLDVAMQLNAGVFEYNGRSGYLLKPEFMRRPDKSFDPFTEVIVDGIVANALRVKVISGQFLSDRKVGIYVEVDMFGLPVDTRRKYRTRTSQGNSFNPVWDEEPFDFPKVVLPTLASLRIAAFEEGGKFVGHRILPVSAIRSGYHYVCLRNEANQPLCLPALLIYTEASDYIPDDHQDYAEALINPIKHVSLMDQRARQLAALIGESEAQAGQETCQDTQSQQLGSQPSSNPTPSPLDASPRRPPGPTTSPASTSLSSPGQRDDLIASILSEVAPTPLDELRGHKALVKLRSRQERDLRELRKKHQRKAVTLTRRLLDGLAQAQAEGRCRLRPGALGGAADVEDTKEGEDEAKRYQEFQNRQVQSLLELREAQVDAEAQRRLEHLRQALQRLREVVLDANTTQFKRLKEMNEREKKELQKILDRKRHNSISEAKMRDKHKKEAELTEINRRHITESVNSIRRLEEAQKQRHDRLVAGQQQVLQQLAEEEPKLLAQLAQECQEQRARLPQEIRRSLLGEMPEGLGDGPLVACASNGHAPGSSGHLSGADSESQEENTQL
ssDAF-12 act: S. stercoralis DAF-12 nuclear receptor activators, primary screen, cell-based, luminescence, HEK293, GRIP1 co-expression, lit1-tk-luc | Nuclear hormone receptor DAF-12 (Strongyloides stercoralis) | AID 652126, 2013 | 370,000 tested, 1% active | HEK293 ssDAF-12/GRIP1 lit1-tk-luc reporter; % of 3 µM dafachronic acid response | activation, % at 6.8 µM;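 active means activation above the mean over all tested compounds plus 3 SD, cut at about 0.9% in these data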;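 further: 0% = DMSO-only wells and 100% = 3 µM delta7-dafachronic acid wells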
DAX1 inh-2: DAX1 (NR0B1) inhibitors on StAR promoter, primary screen, cell-based, luminescence, SF-1 (NR5A1), full-length DAX-1 | AID 652010, 2013 | 370,000 tested, 1.1% active | inhibition, % at 6.8 µM | HEK293T StAR-luciferase reporter, SF-1/DAX-1 repression relief;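 active means inhibition above the mean over all tested compounds plus 3 SD, cut at about 3.6% in these data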;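 further: 0% = DAX-1 cells with DMSO and 100% = cells lacking DAX-1 with DMSO; higher inhibition means more luminescence from relief of DAX-1 repression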
PLC-gamma1 inh: PLC-gamma1 enzyme inhibitors, primary screen, biochemical, fluorescence, purified enzyme; 1-phosphatidylinositol 4,5-bisphosphate phosphodiesterase gamma-1 (Homo sapiens), P19174; fluorogenic substrate; inhibition, % at 12.2 µM; 370,000 tested, 0.84% active; in the data active means inhibition above about 9.5%
hcDAF12 agonist: H. contortus DAF-12 nuclear receptor activators, primary screen, cell-based, luminescence, HEK293, lit1-tk-luc reporter; HEK293 hcDAF-12 lit1-tk-luc reporter; 0% DMSO, 100% Δ7-dafachronic acid; activation, % at 6.8 µM; 370,000 tested, 1.4% active;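 active means activation above the mean of all tested compounds plus 3 SD, cut at about 5.5% in these data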;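 further: 100% = response to 3 µM Δ7-dafachronic acid high control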
hgDAF12 agonist: H. glycines DAF-12 receptor agonists, primary screen, cell-based, luminescence, HEK293, GAL4 fusion, UAS-luciferase; Nuclear hormone receptor DAF-12 (Heterodera glycines), GAL4 fusion; HEK293 GAL4-hgDAF12 UAS-luciferase reporter, agonist luminescence; normalized to butyrate control; activation, % at 6.8 µM; 370,000 tested, 1.8% active; AID 687014, 2013;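 active means activation above a cutoff set at the mean of all screened compounds plus 3 SD, cut at about 10% in these data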;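 further: 0% = DMSO wells and 100% = sodium butyrate wells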
ADAM17 inh: ADAM17 inhibitors, primary screen, biochemical, QFRET | Disintegrin and metalloproteinase domain-containing protein 17 (Homo sapiens), P78536 | recombinant ADAM17, EDANS/DABCYL FRET peptide cleavage | inhibition, % at 6.95 µM | 370,000 tested, 0.83% active;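 active means inhibition above the mean of compounds lying between control limits plus 3 SD, set per campaign, cut at about 8.5% in these data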;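 further: 0% = DMSO-only wells as the low control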
Active calls of the source: *; / = not tested or not shown.

SMILES	GAA850 FXN act	ADAM10 inh	DAX1 inh-1	sPLA2-III inh	PLC-beta3 inh	ssDAF-12 act	DAX1 inh-2	PLC-gamma1 inh	hcDAF12 agonist	hgDAF12 agonist	ADAM17 inh
Cc1cc(Cl)ccc1C(O)c1ncc(-c2ccccc2C(F)(F)F)[nH]1 (centres undefined)	-0.7	8	/	-11	0	-1.1	-1.0	1	-1.2	-1.7	0
COc1ccc(C2Nc3ccccc3C(=O)N2O)cc1OC (centres undefined)	3.4	-20	0.4	5	-16	-0.6	1.0	-11	-0.2	6.2	-10
Cn1c(CC(O)c2nc3ccccc3n2C)nc2ccccc21 (centres undefined)	0.4	-157	1.0	3	-49	0.4	-0.3	-31	0.6	-0.5	-36
COc1ccccc1/C=N/NC(=O)C(=O)Nc1ccccc1OC(F)(F)C(F)F	4.2	-5	-0.2	11	-17	-1.4	0.0	-10	-1.2	4.4	-1
CC(C)CCNC(=O)c1cc(S(=O)(=O)N2CCCCC2)ccc1N1CCOCC1	0.8	-7	1.2	0	-4	-1.3	0.3	2	0.2	1.7	-3
O=C(N/N=C/c1ccc[nH]1)c1cc(-c2cccs2)nc2ccccc12	-0.1	-259	1.0	4	-199	-1.6	-0.2	-152	-2.0	1.9	-83
CCCC(=O)Nc1cc(C(=O)O)ccc1S(=O)(=O)c1ccc(C)cc1	1.0	-37	1.9	1	-1	-1.3	0.1	-6	1.9	1.1	-10
COc1cc(NC(=O)c2cccs2)cc(OC)c1	2.2	-2	0.6	-1	-5	0.0	-0.9	2	3.4	4.9	-2
Cn1cccc1C(=O)c1cccc([N+](=O)[O-])c1	2.2	5	4.2	-3	-2	-1.6	-1.6	2	0.2	3.2	1
COc1ccc(NC(=O)CSc2nc(NS(=O)(=O)c3ccc(C)cc3)cc(=O)[nH]2)cc1	-0.9	14	-0.9	-36	-5	-2.1	-1.1	5	1.0	-1.7	5
O=C(Nc1cccc(F)c1)c1cccnc1N1CCOCC1	0.4	-3	1.0	6	1	-1.3	-0.3	-3	0.4	-3.0	-7
O=C(O)c1ccccc1-c1ccccc1C(=O)Nc1ccccc1Br	1.8	-9	-1.4	2	-5	-0.8	2.0	3	1.0	-0.6	-1
COC(=O)CSc1nnc(-c2ccco2)o1	-2.2	3	-0.9	6	1	-1.2	0.1	2	0.6	-1.1	-4
CC(C)OCC(O)CS(=O)Cc1ccccc1 (centres undefined)	-1.1	2	1.3	10	1	-1.8	0.4	-3	0.1	-2.5	-2
O=C(Cc1ccccc1)N1CCN(C(=O)c2ccco2)CC1	-0.6	1	1.6	0	-1	-1.1	-0.3	-1	-0.1	0.8	-3
Cc1cnc(C(=O)Nc2cccc(S(=O)(=O)N(C)C)c2)cn1	3.8	0	-0.3	-4	1	0.8	-0.1	1	0.7	-1.3	-1
COCCCN(C(=O)CSCc1c(C)noc1C)c1c(N)n(Cc2ccccc2)c(=O)[nH]c1=O	1.0	-24	-0.6	-2	-13	-1.2	0.4	-10	-0.9	0.5	-5
O=C(NC1CCCC1)C(C1CC1)n1c(-c2ccccn2)nc2ccccc21 (centres undefined)	/	-39	/	5	-5	-0.6	0.0	-2	-1.9	0.4	-12
OCCSc1nc(-c2ccccc2)nc2ccc(F)cc12	1.6	-1	-1.0	-8	0	-1.6	-0.8	0	1.3	2.9	6
O=C(CSc1nnc2ccc(-c3ccc(F)cc3)nn12)NCC1CCCO1 (centres undefined)	2.4	-70	1.1	1	-250	-0.8	0.2	-154	-0.6	-1.8	-27
C=CCn1c(-c2ccc(Cl)cc2)cnc1SC(C)C(=O)NC(N)=O (centres undefined)	-4.0	10	-1.0	1	-5	-2.2	-1.1	4	-1.1	0.2	-2
COc1ccc(CC(=O)N2CCN(S(=O)(=O)c3cccs3)CC2)cc1OC	2.3	-2	0.1	-3	-9	-1.3	-0.1	-2	-0.8	0.8	-4
Cn1c(-c2ccc(F)cc2)cc2onc(-c3c(F)cccc3Cl)c2c1=O	/	7	1.2	6	1	0.7	2.6	0	2.4	11*	-1
CCC(C)(C)C1CCC2(CC1)NC(=O)N(CC(=O)Nc1nc(-c3ccc(C)cc3)cs1)C2=O (centres undefined)	-1.8	-6	-0.1	6	0	-1.1	0.8	1	-1.4	0.8	0
O=S(=O)(c1cnc[nH]1)N1CCN(c2ccc(Cl)cc2)CC1	2.1	-4	-1.0	-26	2	-0.9	-1.3	-1	1.9	1.8	-2
Oc1ccccc1CC=NC1CCCCC1	0.7	-3	2.1	-4	0	-1.0	0.4	3	0.7	-3.2	-1
N#C/C(=N\Nc1ccc(S(=O)(=O)N2CCc3ccccc32)cc1)C(N)=S	0.5	10	-0.7	-55	1	-1.2	-1.6	3	1.4	4.7	5
CCCS(=O)(=O)N1CCCC(C(=O)NCC2CCCO2)C1 (centres undefined)	-1.5	-1	0.3	9	6	-1.2	-0.6	6	-0.7	0.3	0
CCc1cc(C(=O)NCCN(C)C)cs1	-2.4	-4	0.9	-3	-8	-1.9	-0.4	5	0.9	1.1	0
COC(=O)C1=C(C)N(Cc2ccc(Br)cc2)C(=S)NC1c1ccc(F)cc1 (centres undefined)	/	10	/	14	-1	-1.5	0.1	5	0.0	0.2	9.3*
COc1ccc(-c2cc(C(=O)Nc3ccc(OC)c(OC)c3)no2)cc1	-1.6	-9	-1.3	0	-5	-1.5	0.7	3	-1.1	1.0	-4
CC(C)c1cc(Cn2c3ccccc3c(=O)n2C(C)Cn2cc(-c3ccc(C(C)(C)C)cc3)nn2)on1 (centres undefined)	/	-44	/	6	-1	-1.2	-0.6	-6	3.8	-1.1	-9
CCOC(=O)c1ccc(NC(=O)CSc2nnc(CNc3ccc(OC)cc3)n2C)cc1	-1.7	-8	0.1	3	-6	0.0	0.7	-2	2.9	2.8	-2
CCNC(=O)C(=O)NCC(c1cccs1)S(=O)(=O)c1ccc(C)cc1 (centres undefined)	-1.3	2	-0.3	-7	-2	-0.9	0.1	3	-1.1	0.9	-1
CC[C@]12c3[nH]c4ccc(Cl)cc4c3CCN1C(=O)[C@@H](CC(=O)NCCCn1ccnc1)C[C@@H]2C(=O)N1CCN(C(=O)c2ccco2)CC1	0.6	-3	-0.1	-13	-1	-1.5	-0.4	-1	-0.9	-0.7	2
CCOc1ccc2[nH]c3c(N4CCN(c5ccccn5)CC4)ncnc3c2c1	-0.5	-213	-2.6	-14	-241	-2.8	-3.3	-166	-5.1	-6.5	-77
Cc1onc(-c2c(Cl)cccc2Cl)c1C(=O)N1CCCc2ccccc21	-1.9	-4	-1.4	7	-3	-1.4	-0.8	3	0.4	-3.4	-3
CN(c1ccc(OCC(=O)OCC(=O)NCc2ccco2)cc1)S(=O)(=O)c1ccc2ccccc2c1	0.7	7	-0.2	-20	-5	-1.2	0.0	0	0.3	-0.9	2
Cc1ccc(C2(C(F)(F)F)NC(=O)N3CCN=C3S2)cc1 (centres undefined)	-1.2	0	-0.4	5	3	-1.5	-0.3	5	-0.7	1.0	0
CCCCCCC(=O)Nc1c(O)c2ccccc2[nH]c1=O	-1.2	7	1.0	3	-2	-1.0	0.6	-1	-1.2	1.6	-6
COc1ccc(NC(=O)NNS(=O)(=O)c2ccc(Br)cc2)cc1	3.5	3	0.0	-6	-7	-0.5	1.2	0	0.5	0.4	-4
COCCCNC(=O)c1ccc(CS(=O)(=O)c2cccc(C(F)(F)F)c2)o1	-0.9	-3	-2.5	2	-4	-0.6	0.2	3	-1.7	-0.9	-4
OCCn1ccc(-c2ccccc2OCc2ccc(F)cc2)n1	0.7	0	0.2	-4	-4	-1.1	-0.3	1	-2.3	0.6	-4
O=C(NCC1CCCO1)/C(=C\c1cccc([N+](=O)[O-])c1)NC(=O)c1ccccc1 (centres undefined)	0.7	10	0.8	0	-3	-1.6	1.8	3	-1.7	1.4	-1
COc1ccc(C2=Nn3c(nnc3-c3ccccc3OC)SC2)cc1OCC1CC1	-0.7	9	-0.2	-13	2	-1.4	0.1	3	-3.7	-5.7	1
CN(CC(=O)N1CCc2[nH]c3ccc(F)cc3c2C1)CC1OCCO1	/	-5	/	-1	-7	-0.9	0.2	-6	-0.5	1.0	-2
COc1cc(/C=C2\S/C(=N/S(=O)(=O)Cc3ccccc3)NC2=O)c([N+](=O)[O-])cc1OC	0.0	-1	1.6	-34	-84	-1.5	0.5	-54	-1.9	-0.1	-7
CC(C(=O)NCC1CCCCC1)N1CCN(S(=O)(=O)c2ccccc2F)CC1 (centres undefined)	-0.5	-6	0.3	3	-6	-1.9	-1.1	-1	0.5	-1.8	-7
CCN(CC(=O)Nc1ccc(NC(C)=O)cc1)C(=O)CSC(=S)N1CCCC1	1.4	-3	0.4	-8	-1	-0.6	-0.2	0	-1.4	0.3	-2
Cc1ccc(NC(=O)Cc2nnc(SCC(=O)Nc3nncs3)n2C)c(C)c1	1.6	4	2.5	6	-5	-1.1	0.0	0	-1.5	0.1	-3
O=C(CN1C(=O)CSc2ccc(S(=O)(=O)N3CCCCC3)cc21)NCc1ccccc1Cl	-5.9	-1	0.7	-4	-6	-1.0	-0.2	2	2.0	1.0	-1
CCOC(=O)CNc1nnc(SCC(=O)OCC)[nH]c1=O	-1.4	8	1.1	0	-9	-1.3	0.0	0	-0.3	-0.7	-2
COc1ccc(NC(=O)CN2CCN(c3ccccn3)CC2)cc1Cl	-1.6	-7	0.6	-2	-8	-1.3	-0.8	-1	-2.3	1.0	5
CC1(C(=O)N/N=C/c2ccc3c(c2)OCO3)CC1(Br)Br (centres undefined)	7.1	-11	0.1	-2	-5	-0.8	1.1	3	0.7	0.7	-6
